Compound activity: PubChem, National Center for Advancing Translational Sciences (NCATS)
TR SRC2 fluor cs: counter-screen for TRb-SRC2 inhibitors: fluorescence interference; TRb/SRC2 Texas Red total fluorescence interference; hit rate 0.29% among 280,000; AID 1479; Potency, µM (top dose mostly 106 µM), for the others: at the top dose fluorescence change, negative = quenching; active = well fitted curve in either direction with a large enough effect; inconclusive = small, poorly fitted or top-dose-only effect; also: potency is read from the fitted curve at half-maximal effect; % is scaled to controls: 0 for no effect and ±100 for the full control effect
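Human TRβ ligand-binding domain (0.6 uM) and Texas Red SRC2 peptide (20 nM) in Tris buffer with 1 uM T3 and 5% DMSO were incubated with pinned compound for 5 hr at ambient temperature. Total fluorescence was computed as S + 2P (555/632 nm).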
TRb SRC2 PPI: TRbeta-SRC2 interaction inhibition. TRbeta-SRC2 peptide binding, fluorescence polarization; receptor liganded with 1 µM T3. hit rate 0.065% among 280,000. Potency, µM (series often up to 106 µM), without a hit: at the top dose activity change, negative = inhibition, hits mostly inhibitors;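 also: potency is read from the fitted curve at half-maximal effect; plate controls were bound peptide for no effect and peptide without receptor for full effect; nearly all actives have a fitted effect of over 50% in size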
Target sequence (P10828 whole entry, looked up): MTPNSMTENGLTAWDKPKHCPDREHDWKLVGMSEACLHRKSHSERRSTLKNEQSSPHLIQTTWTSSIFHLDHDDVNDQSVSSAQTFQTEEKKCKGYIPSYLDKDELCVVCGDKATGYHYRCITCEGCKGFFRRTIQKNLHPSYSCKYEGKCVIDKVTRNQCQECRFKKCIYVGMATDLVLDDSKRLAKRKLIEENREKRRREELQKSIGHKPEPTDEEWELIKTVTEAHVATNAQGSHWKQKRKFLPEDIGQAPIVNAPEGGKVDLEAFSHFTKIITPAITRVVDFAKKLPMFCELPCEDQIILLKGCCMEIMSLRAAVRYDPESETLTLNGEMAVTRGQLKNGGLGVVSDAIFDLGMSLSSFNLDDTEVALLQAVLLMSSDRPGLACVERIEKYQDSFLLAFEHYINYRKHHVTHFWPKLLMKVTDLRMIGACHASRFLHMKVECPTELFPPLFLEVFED
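Quantitative HTS by FP: 0.6 uM TRb LBD, 20 nM labeled SRC2 20-mer, 1 uM T3, 5% DMSO; 5 hr ambient incubation; % activity per concentration and potencies from concentration series.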
GLA spleen mod: inhibitors or activators of human alpha-galactosidase in spleen homogenate. Potency, µM (titrated, usually from 80 µM), inactives show at the top dose activity change, negative = inhibition, hits mostly inhibitors. human spleen homogenate, 4MU-alpha-Gal fluorescence, 40 min. hit rate 0.008% among 240,000. P06280. AID 2107;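 also: potency is read from the fitted curve at half-maximal effect; 0% = enzyme with vehicle and -100% = no enzyme basal signal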
Target sequence (P06280 32-429 limits assumed): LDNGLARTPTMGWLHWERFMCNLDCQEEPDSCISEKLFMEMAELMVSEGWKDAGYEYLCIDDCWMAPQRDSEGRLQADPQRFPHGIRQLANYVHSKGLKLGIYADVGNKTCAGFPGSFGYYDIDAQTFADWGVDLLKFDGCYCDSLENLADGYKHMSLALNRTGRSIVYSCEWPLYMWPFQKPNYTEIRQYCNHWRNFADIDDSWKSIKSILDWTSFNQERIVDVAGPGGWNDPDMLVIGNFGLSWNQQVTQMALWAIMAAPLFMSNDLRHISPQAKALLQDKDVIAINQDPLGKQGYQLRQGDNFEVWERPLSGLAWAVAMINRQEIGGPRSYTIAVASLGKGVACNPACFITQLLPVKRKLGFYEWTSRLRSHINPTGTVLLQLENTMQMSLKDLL
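Human spleen homogenate (1 ug) was the enzyme source, with 4-methylumbelliferyl-alpha-D-galactopyranoside (1 mM final) in pH 5.0 citrate buffer with 0.01% Tween-20. Compounds were titrated; after 40 min at 37C, NaOH/glycine stop, 4-MU fluorescence read; AC50 from Hill fits.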
Epigenetic reg: derepresses silenced GFP reporter in murine cells; murine LDR cells, GFP reporter derepression, 30 h; Potency, µM (titrated, usually from 53.9 µM), without a hit: at the highest dose GFP activation, usual class: activators; hit rate 0.2% among 280,000; AID 1865; also: potency is read from the fitted curve at half-maximal effect; % of control where 0% means no effect; nearly all actives have a fitted effect of over 60% in size
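Reporter derepression read as number of fluorescent GFP-positive objects, 20-120 um in size, counted by laser-scanning cytometer. Mouse LDR line with an epigenetically silenced CMV-GFP locus; compound incubation 30 h, 37 C.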
NPSR antagonist: blocks cAMP signaling of the human neuropeptide S receptor; hit rate 1% among 220,000; AID 1461; CHO-NPSR cells, cAMP TR-FRET, antagonist mode; Q6W5P4; Potency, µM (highest dose often 38.3 µM), for inactives: at the top dose activity change, negative = inhibition, most hits filed as inhibitors; also: potency is read from the fitted curve at half-maximal effect; % is scaled to controls: 0 for no effect and ±100 for the full control effect; nearly all actives have a fitted effect of over 50% in size; many of its hits are not listed in these tables
CBFb-RUNX1 inh: CBF-beta/RUNX1 interaction disruption | 230,000 tested, under 10 active | AID 1477 | Q01196+Q13951 | Potency, µM (highest dose often 59.8 µM), inactives show at the highest dose activity, negative = inhibition, actives largely listed as inhibitors | AlphaScreen CBFb-His/RUNX1-biotin binding, biochemical; also: % of control where 0% means no effect
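Interaction loss through any mechanism counts as activity. Pre-formed complex of His-CBF-beta and biotin-RUNX1 (30 nM apiece) is incubated with compound 15 min, then with 50 ng nickel and 50 ng streptavidin beads for 90 min before AlphaScreen detection.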
Tau fluor cs: counter-screen for tau fibril formation inhibitors. tau K18 P301L (four-repeat tau fragment) Alexa594 fluorescence, heparin fibrillization. Potency, µM (titrated, usually from 57.7 µM), for inactives: top-dose activity change, negative = decrease. hit rate 0.93% among 280,000. AID 1463; also: potency is read from the fitted curve at half-maximal effect; % is scaled to controls: 0 for no effect and ±100 for the full control effect; nearly all actives have a fitted effect of over 55% in size
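Human K18 P301L tau (15 uM unlabeled plus 0.24 uM Alexa 594-labeled, final) in 100 mM sodium acetate pH 7 was mixed with compound and 20 uM heparin and incubated 6 hr at 37 C.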
Tau fibril FP: blocks human tau fibril formation measured by polarization | Potency, µM (series often up to 57.7 µM), inactives show top-dose activity, negative = inhibition, actives largely listed as inhibitors | AID 1468 | K18 P301L tau heparin fibrillization, Alexa594 FP, 6 h | hit rate 0.39% among 280,000 | P10636; also: potency is read from the fitted curve at half-maximal effect; % is scaled to controls: 0 for no effect and ±100 for the full control effect; nearly all actives have a fitted effect of over 55% in size
Target sequence (P10636 561-689 P618L limits assumed): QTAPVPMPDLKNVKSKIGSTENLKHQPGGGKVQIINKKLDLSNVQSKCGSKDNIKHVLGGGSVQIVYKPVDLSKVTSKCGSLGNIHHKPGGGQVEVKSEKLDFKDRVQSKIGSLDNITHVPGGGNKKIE
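Human K18 P301L fragment (15 uM unlabeled plus 0.24 uM Alexa 594-labeled) in 100 mM sodium acetate pH 7 with compound, aggregation induced by 20 uM heparin for 6 hr at 37 C. ThT (30 uM) added for 1 hr, then Alexa 594 FP read.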
Starred values were filed as active, the others as inactive; ? = inconclusive; / = not tested or not shown; [ ] = remark or other dose. Unless noted, calls follow the shape of the dose curve; as a rule, active = well fitted curve in the direction sought with a large enough effect; inconclusive = small, poorly fitted or top-dose-only effect, or another doubt; inactive = no such curve, though single readings can be large; an effect the other way counts as inactive or inconclusive. A portion of the library; count on the stated rates, not on these rows.

SMILES	TR SRC2 fluor cs	TRb SRC2 PPI	GLA spleen mod	Epigenetic reg	NPSR antagonist	CBFb-RUNX1 inh	Tau fluor cs	Tau fibril FP
Cc1nc(N)ncc1Sc1ccccc1	-3%	-2%	11%	4.0%	5%	-1%	-6%	0%
CC(C)C(C)C	-3%	9%	-5%	/	/	?	/	/
CCc1ccc2c(c1)C(=O)C(=O)N2CC(=O)Nc1ccc(NC(=O)c2ccccn2)cc1	-2%	-1%	2%	2.1%	7%	-1%	?	-4%
CC(C)N1CCN(c2ccc(OC[C@@H]3CO[C@@](Cn4cncn4)(c4ccc(Cl)cc4Cl)O3)cc2)CC1	0%[53 µM]	-2%[53 µM]	-5%[29.1 µM]	-0.3%[16.9 µM]	/	-16%[21.7 µM]	/	/
CC1CCCCN1S(=O)(=O)c1ccc2c(c1)oc(=O)n2CC(=O)Nc1ccc(Cl)cc1 (stereo unspecified)	0%	0%	/	-5.0%	/	/	?	?
O=C(CSc1nnc(-c2ccc(C(F)(F)F)cn2)s1)c1ccccc1	-1%	-8%	3%	1.5%	0%	7%	6%	0%
CC(C)OC(=O)c1cc(=O)[nH]c2ccccc12	-6%	5%	-1%	-1.9%	0%[46.1 µM]	2%	-7%	-11%
Cc1ccc(CSc2nnc(-c3ccncc3)o2)c(C)c1	-1%	2%	-3%	4.5%	-4%	2%	-18%	-7%
Nc1nc(-c2ccccc2)nn1C(=O)c1ccco1	1%	-6%	1%	4.3%	20%	3%	-3%	3%
COc1cccc(C2C(C(=O)Nc3ccccc3OC)=C(C)Nc3nc4ccccc4n32)c1 (stereo unspecified)	1%	-3%	/	1.8%	/	/	?	-12%
Cn1c(=O)c2c(nc(NCCCO)n2Cc2cccc(C(F)(F)F)c2)n(C)c1=O	1%	-20%	7%	-3.2%	-12%[46.1 µM]	3%	3%	5%
COc1cc(/C=N/NC(=O)Cc2ccc(Br)cc2)cc(OC)c1O	-1%	-5%	8%	1.0%	3%	1%	-7%	-5%
CC(C)CNC(=O)CSc1nc2nn(-c3ccccc3)c(=O)c-2c2n1CCCCC2	-2%	11%	1%	4.3%	-32%	-6%	-7%	5%
O=C(NCc1ccccc1)c1ccc2c(c1)N(Cc1cccc(Cl)c1)C(=O)c1ccccc1S2(=O)=O	0%	-2%	/	-1.1%	/	/	-28%	?
CC(C)CCNC(=O)c1nnc(Cc2ccc(Cl)cc2)o1	-2%	9%	-1%	8.5%	-19%[46.1 µM]	-1%	-4%	1%
COc1ccc(OC)c(NC(=O)CSCc2cnn(-c3ccccc3)c2-n2cccc2)c1	-1%	0%	0%	-2.2%	-25%[46.1 µM]	-19%	-25%	9%
CCC(=O)Nc1cccc(C(=O)c2ccc(C)c(C)c2)c1	-2%	-5%	9%	1.1%	-10%	6%	-18%	1%
CCOC(=O)C1CCCN(C(=O)c2ccc(Cl)c(S(=O)(=O)N3CCCCCC3)c2)C1 (stereo unspecified)	1%	-2%	-2%	-1.3%	-8%	-5%	-17%	-5%
O=c1c2sccc2n(Cc2cc(=O)n3ccccc3n2)c(=O)n1-c1cccc(C(F)(F)F)c1	-5%	4%	/	-1.8%	/	/	-10%	-5%
CCN1CCN(C(=S)c2ccc(OCC(=O)N3CCOCC3)cc2)CC1	2%	9%	8%	0.1%	-1%[46.1 µM]	7%	-10%	2%
O=C(Nc1c(-c2ccc(F)cc2)nc2ccccn12)c1cccc(F)c1	-1%	0%	/	0.2%	/	/	-19%	-2%
OCC1(CCCc2ccccc2)CCN(Cc2cc(F)ccc2F)CC1	-1%	-4%	-4%	-0.1%	4%	13%	-3%	-1%
CCN1C(=O)c2cccc3cccc1c23	-1%	1%	-2%	0.0%	3%[46.1 µM]	17%	-4%	-1%
N#C/C(=C\c1c(N(Cc2ccccc2)Cc2ccccc2)nc2ccccn2c1=O)C(N)=O	3%	-1%	-7%	0.0%	?	1%	-16%	2%
O=C(Nc1cc(S(=O)(=O)N2CCOCC2)ccc1N1CCOCC1)c1ccc(Cl)nc1	1%	9%	-2%	1.6%	0%	9%	-2%	-3%
SMILES	TR SRC2 fluor cs	TRb SRC2 PPI	GLA spleen mod	Epigenetic reg	NPSR antagonist	CBFb-RUNX1 inh	Tau fluor cs	Tau fibril FP
CC(C)(C)NC(=O)Cn1nnnc1-c1nonc1N	-2%	-11%	3%	-1.1%	-14%[46.1 µM]	4%	0%	-1%
COc1ccc(/C=N/Nc2cc(N3CCCC3)nc(N3CCCC3)n2)cc1	2%	-11%	-2%	1.8%	13µM*	?	?	-3%
COc1cc(OC)nc(NC(C)=O)n1	2%	-17%	6%	-1.2%	2%[46.1 µM]	5%	4%	1%
COc1ccc(-c2nnc(SC(C(=O)c3c[nH]c4ccccc34)c3ccccc3)n2N)cc1OC (stereo unspecified)	-3%[53 µM]	1%[53 µM]	-1%	?	-26%	0%	?	?
NC(=S)NNC(=O)Nc1ccc(Cl)c(Cl)c1	-2%[53 µM]	3%[53 µM]	-4%	-1.3%	9%	-10%	0%	-4%
CCn1c(=O)cc(OCC(=O)N2CCN(c3ccccc3OC)CC2)c2ccccc21	-4%	-12%	/	-1.1%	/	/	-8%	-4%
Cc1ccc2c(CC(=O)OCc3cc(=O)n4c(n3)sc3ccccc34)coc2c1	-13%	-5%	5%	0.0%	-9%[46.1 µM]	-24%	-10%	2%
NS(=O)(=O)c1ccc(NC(=O)/C=C/c2ccccc2Cl)cc1	-2%	-3%	1%	-0.9%	-2%	0%	4%	-12%
CCOc1ccc(CNC(=O)Cn2c(=O)c3cccn3c3ccc(F)cc32)cc1	?	-1%	/	0.0%	/	/	6%	-7%
C=CCn1c(SCc2nc3ccccc3c(=O)[nH]2)nc2scc(C3CC3)c2c1=O	-1%	-2%	4%	?	?	12%	-15%	5%
CC(=O)c1ccc(NC(=O)c2ccn(C(=O)OCC(C)C)n2)cc1	-1%	7%	-6%	-1.1%	13%	-3%	-11%	6%
O=C(Nc1c(C(=O)N2CCOCC2)cnn1-c1ccccc1)c1ccco1	-1%	-3%	-9%	-3.7%	-9%[46.1 µM]	2%	-2%	6%
NNC(=O)c1sc(-c2ccc(Cl)cc2)cc1N	-3%	-3%	-4%	-0.1%	4%	-10%	?	13%
CC(=O)c1ccc(NC(=O)c2cc(Cl)sc2Cl)cc1	7%	1%	7%	-1.1%	-9%	7%	-19%	-2%
O=[N+]([O-])c1ccc(S(=O)(=O)N(CCCN2CCOCC2)Cc2cccs2)cc1	-3%	5%	-3%	-0.1%	-8%	-4%	-20%	-2%
Cc1onc(-c2ccccc2Cl)c1C(=O)Nc1sc2c(c1C#N)CCC2	-3%	-10%	2%	0.8%	-8%[46.1 µM]	5%	?	?
O=c1[nH]c(NNC(=S)NCc2ccccc2)nc2c1C1(CCCCC1)Cc1ccccc1-2	-2%	3%	6%	2.3%	?	-7%	?	?
O=C(O)CCc1ccc(-c2ccccc2)n1-c1ccc(C(=O)O)cc1	-79%[1.83 µM]	-29%[1.83 µM]	/	-1.0%	/	/	-2%	4%
Cc1cc(NCCCN2CCOCC2)n2nc(C)c(-c3ccccc3)c2n1	0%	-4%	5%	-2.8%	-10%[46.1 µM]	4%	-14%	0%
CC1(C)Cc2cccc(OCC(=O)Nc3cccnc3Cl)c2O1	2%	1%	-6%	-0.3%	-8%[46.1 µM]	3%	-17%	-8%
CCc1ccccc1NC(=O)CN(C)C(=O)CSc1nn(-c2ccccc2)c(=S)s1	-13%	6%	-6%	0.0%	-11%[46.1 µM]	-1%	-16%	12%
CCOc1ccc(NC(=O)Cn2c(=O)n(CCc3ccccc3)c(=O)c3c4c(sc32)CN(C(C)=O)CC4)cc1	4%	-13%	/	?	/	/	?	-18%
CCOC(=O)/C(=N\Nc1ccccc1[N+](=O)[O-])c1csc(N)n1	-3%	2%	-1%	-1.9%[10.1 µM]	-17%	?	?	9%
COCCNC(=O)c1cc(Br)ccc1Cl	3%	1%	3%	-0.2%	-2%[46.1 µM]	11%	6%	1%
Cc1cc(=O)oc2c1ccc1oc(/C(=N/O)c3ccccc3)c(C)c12	-1%	4%	-11%	-9.5%	?	2%	-28%	-11%
CC1CCCCN1S(=O)(=O)c1coc(C(N)=O)c1 (stereo unspecified)	-3%	-2%	-1%	1.9%	-3%[46.1 µM]	4%	2%	-2%

Among those listed so far, seven contain an aryl methoxy group.
SMILES	TR SRC2 fluor cs	TRb SRC2 PPI	GLA spleen mod	Epigenetic reg	NPSR antagonist	CBFb-RUNX1 inh	Tau fluor cs	Tau fibril FP
COc1cccc(C2C(C(=O)Nc3ccccc3OC)=C(C)Nc3nc4ccccc4n32)c1 (stereo unspecified)	1%	-3%	/	1.8%	/	/	?	-12%
COc1cc(/C=N/NC(=O)Cc2ccc(Br)cc2)cc(OC)c1O	-1%	-5%	8%	1.0%	3%	1%	-7%	-5%
COc1ccc(OC)c(NC(=O)CSCc2cnn(-c3ccccc3)c2-n2cccc2)c1	-1%	0%	0%	-2.2%	-25%[46.1 µM]	-19%	-25%	9%
COc1ccc(/C=N/Nc2cc(N3CCCC3)nc(N3CCCC3)n2)cc1	2%	-11%	-2%	1.8%	13µM*	?	?	-3%
COc1cc(OC)nc(NC(C)=O)n1	2%	-17%	6%	-1.2%	2%[46.1 µM]	5%	4%	1%
COc1ccc(-c2nnc(SC(C(=O)c3c[nH]c4ccccc34)c3ccccc3)n2N)cc1OC (stereo unspecified)	-3%[53 µM]	1%[53 µM]	-1%	?	-26%	0%	?	?
CCn1c(=O)cc(OCC(=O)N2CCN(c3ccccc3OC)CC2)c2ccccc21	-4%	-12%	/	-1.1%	/	/	-8%	-4%
